CHRM1 agonist: human M1 muscarinic receptor agonists, primary screen, Fluo-8 calcium fluorescence, CHO-K1 cells, HTS; Muscarinic acetylcholine receptor M1 (Homo sapiens), P11229; CHO-K1 hM1, agonist mode; 0% DMSO, 100% acetylcholine EC100; activation, % at 3 µM; actives 0.33% (n = 360,000); AID 588814, 2011;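 active = activation above the run's mean compound activation plus 3 SD, cut at about 16% in these data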;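 also: peak over basal fluorescence ratio within a 140 s kinetic read after compound addition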
Target sequence (P11229 whole entry, looked up): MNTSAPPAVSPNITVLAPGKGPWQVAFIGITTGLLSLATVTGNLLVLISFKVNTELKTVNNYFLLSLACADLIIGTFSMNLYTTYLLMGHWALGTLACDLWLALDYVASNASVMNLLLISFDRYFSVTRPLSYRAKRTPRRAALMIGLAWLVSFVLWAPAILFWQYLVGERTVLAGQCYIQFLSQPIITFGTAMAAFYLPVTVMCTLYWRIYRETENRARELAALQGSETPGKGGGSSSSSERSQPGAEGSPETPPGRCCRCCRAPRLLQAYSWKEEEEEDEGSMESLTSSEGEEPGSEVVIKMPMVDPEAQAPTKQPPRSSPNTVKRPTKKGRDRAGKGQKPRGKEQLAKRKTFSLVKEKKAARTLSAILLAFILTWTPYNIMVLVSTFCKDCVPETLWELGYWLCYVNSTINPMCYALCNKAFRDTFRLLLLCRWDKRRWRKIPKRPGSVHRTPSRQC
M1 PAM parental: nonselective calcium activators in parental CHO-K1 cells, primary screen, counter-screen for M1 PAM project, cell-based, Fluo-8 calcium fluorescence, full deck, 1536-well | ATP EC20; 0% at ATP EC20, 100% at ATP max | activation, % at 3 µM | actives 0.02% (n = 360,000) | AID 602247, 2012;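 active = activation above the run cutoff, the mean activation of all test compounds plus 3 SD, cut at about 40% in these data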;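 also: peak over basal fluorescence ratio in a 140 s read after ATP addition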
CHO-K1 Ca antag: M1 antagonist counterscreen hit in parental CHO-K1 cells; ATP-induced calcium, Fluo-8 fluorescence; inhibition, % at 3 µM; actives 0.6% (n = 360,000); AID 602250;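 active = inhibition above a per-plate cutoff, the plate's mean sample inhibition plus 3 SD, cut at about 24% in these data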;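 also: 0% = DMSO plus EC80 ATP and 100% = DMSO alone without ATP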
CHRM1 PAM: human M1 muscarinic receptor positive allosteric modulators, primary screen, CHO-K1 cells, Fluo-8 calcium fluorescence, 1536-well; actives 0.088% (n = 360,000); activation, % at 3 µM; CHO-K1 hM1, ACh EC20; 0% = ACh EC20, 100% = maximal ACh; Muscarinic acetylcholine receptor M1 (Homo sapiens), P11229; in the data active = activation above about 19%, passing the limit was not always enough
TAAR1 antagonist: human TAAR1 antagonists, primary screen, Fluo-8 calcium fluorescence, CHO RD-HGA16 cells. antagonist. inhibition, % at 3 µM. actives 1.5% (n = 360,000). AID 624466, 2012;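 active = inhibition above a per-plate cutoff, the mean inhibition of test compounds on that plate plus 3 SD, cut at about 49% in these data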;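 also: 0% = DMSO plus EC80 beta-PEA response and 100% = DMSO alone without agonist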
Target sequence (Q96RJ0 whole entry, looked up): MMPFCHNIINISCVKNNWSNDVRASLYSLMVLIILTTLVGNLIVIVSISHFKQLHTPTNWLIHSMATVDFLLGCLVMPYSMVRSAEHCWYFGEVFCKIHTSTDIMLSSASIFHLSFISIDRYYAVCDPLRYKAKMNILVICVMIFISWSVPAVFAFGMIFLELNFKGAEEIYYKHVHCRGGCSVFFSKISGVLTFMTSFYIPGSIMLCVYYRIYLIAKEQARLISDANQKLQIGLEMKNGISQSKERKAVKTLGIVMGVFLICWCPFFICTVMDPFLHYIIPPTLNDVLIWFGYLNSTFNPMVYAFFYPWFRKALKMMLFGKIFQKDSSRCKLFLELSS
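Test system: CHO RD-HGA16 cells bearing hTAAR1 | Reagent: β-PEA, EC80 | Compound dosing: 3 µM, single point | Schedule: Dye loading 75 min at 37 °C, then 30 min room temperature | Signal: Calcium fluorescence with Fluo-8 | Evaluation: Percent inhibition of PEA-evoked calcium signal, max/basal emission ratio | Control set: DMSO-only wells and EC80 β-PEA-stimulated wells | Repeats: Singlicate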
CHO parental Ca: ATP-evoked calcium signal inhibitors, parental CHO, primary screen, counter-screen for OX1R antagonist project, cell-based, fluorescence, Fluo-8 calcium dye; actives 0.63% (n = 330,000); AID 463079, 2010; parental CHO-K1, ATP-induced calcium, Fluo-8 fluorescence; inhibition, % at 5.6 µM;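 active = inhibition above that plate's mean sample inhibition plus 3 SD, cut at about 26% in these data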;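 also: 0% = ATP-challenged DMSO wells and 100% = DMSO wells without ATP; some compounds past the cut are filed as inactive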
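Material – parental CHO cells · Reagent – ATP stimulus · Compound – single nominal dose of 5.6 µM per compound · Detection – Fluo-8 fluorescence · Read-out basis – percent inhibition of calcium signal · Controls – ATP-challenged DMSO wells low, unchallenged DMSO wells high · Repeats – no replicates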
M1 antag: human M1 muscarinic receptor antagonists, primary screen, CHO-K1 cells, Fluo-8 calcium fluorescence, 1536-well; Muscarinic acetylcholine receptor M1 (Homo sapiens), P11229; CHO-K1 hM1, ACh EC80 antagonist; inhibition, % at 3 µM; actives 1.3% (n = 360,000);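 active = percent inhibition above its own plate's cutoff, namely the mean of that plate's compound wells plus 3 SD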;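 also: peak over basal fluorescence ratio during 140 s after agonist addition; 0% = ACh EC80 plus DMSO and 100% = DMSO alone without agonist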
CHO-K1 Ca ag: counter-screen for M1 agonists: effect in parental CHO-K1 cells. Fluo-8 calcium fluorescence; scaled to maximal ATP response, vehicle zero. activation, % at 3 µM. actives 0.48% (n = 360,000). AID 602248, 2012; in the data active = activation above about 15%;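 also: untransfected CHO-K1 host cells lacking M1 receptor as counterscreen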
TAAR1 ag: human TAAR1 agonists, primary screen, Fluo-8 calcium fluorescence, CHO RD-HGA16 cells; actives 0.99% (n = 360,000); AID 624467, 2012; vehicle wells 0%, saturating PEA agonist 100%; activation, % at 3 µM;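 active = activation above the mean activation of all test compounds in the run plus 3 SD, cut at about 38% in these data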
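Test system: RD-HGA16 (CHO) cells co-expressing Gα16 and hTAAR1 | Doses: Single dose, 3 µM | Schedule: 17-24 h seeding, 75 min 37 °C dye, 30 min RT | Evaluation: % activation from peak over basal fluorescence ratio, DMSO-to-PEA scaled | Technique: Kinetic Fluo-8 calcium fluorescence | Benchmarks: Low control DMSO, high control PEA (EC100)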
Starred values were filed as active, the others as inactive; · = not tested or not shown. Rows were taken by chance; overall some 4.4% were active at least once.

SMILES	CHRM1 agonist	M1 PAM parental	CHO-K1 Ca antag	CHRM1 PAM	TAAR1 antagonist	CHO parental Ca	M1 antag	CHO-K1 Ca ag	TAAR1 ag
CCc1cccc(NC(=O)c2cc(S(=O)(=O)N(C)C)ccc2N2CCCC2)c1	-9	8	-11	0	-11	-11	3	1.3	2
COc1ccc(CSc2nncn2N)cc1[N+](=O)[O-]	-9	3	-1	-3	-1	-4	5	0.7	1
COc1c(C(=O)NC(=S)Nc2nnn(C)n2)cc2ccccc2c1Br	-2	-17	-12	10	-9	-7	-10	1.0	1
CCN(CC(=O)Nc1c(F)cccc1F)C(=O)C1CCN(S(=O)(=O)c2ccccc2C(=O)OC)CC1	4	4	-2	15	-5	·	-11	0.7	13
COc1cccc(NC(=O)C2CC(=O)N(Cc3ccc(C)cc3)C2)c1 (stereo not given)	7	-1	1	22	-18	-15	-5	0.6	2
Cc1ccc(C2=NN(C(=O)COc3ncnc4ccccc34)C(c3ccco3)C2)cc1 (stereo not given)	-7	7	-15	7	-46	-22	-11	4.4	-1
CCCCN(C)C(=O)c1cn(-c2cccc(OC)c2)c(=O)c2ccccc12	-4	-2	10	-7	7	-23	11	1.4	1
CC1CCN(S(=O)(=O)CCNC(=O)c2ccc3c(c2)OCO3)CC1	-3	4	-3	-2	-10	-16	11	2.4	2
O=C(CNC(=O)c1ccc([N+](=O)[O-])cc1)c1ccccc1	-4	-4	-3	0	·	2	8	0.0	·
Cc1ccccc1SCCNC(=O)c1ccccc1Br	-8	13	-5	-2	5	-19	7	1.0	9
Cc1ccc(C(=O)N2CCn3c(C)ccc3C2C)cc1 (stereo not given)	-5	20	-17	13	-9	-16	-17	1.2	0
N=c1c2ccccc2nnn1-c1ccc(C(F)(F)F)cc1	-9	16	-12	10	17	3	-3	0.3	7
CCC(C(=O)NC1CCCC1)N(C(=O)Cn1nnc(-c2ccc(C)o2)n1)c1cnc2ccccc2c1 (stereo not given)	-9	-1	-16	2	-16	-24	-4	-0.1	9
CC(C)Oc1ccc(CNC(=O)CC(c2ccccc2)c2cc(Cl)ccc2O)cc1 (stereo not given)	-6	9	-11	0	34	-25	7	1.4	5
O=C(O)C1C2CCC(CC2)C1C(=O)O (stereo not given)	-2	10	-6	9	-23	·	-9	1.0	2
COc1ccc(C(=O)Nn2c(CC(C)C)nc3cc(OC)c(OC)cc3c2=O)c(OC)c1	0	14	6	8	4	-13	-7	1.2	2
CCN(C(=O)CSc1nnc(-c2ccc(OC(F)F)cc2)n1N)C1CCS(=O)(=O)C1 (stereo not given)	0	-2	-7	18	-9	-14	-19	0.8	1
O=c1c2ccccc2oc2c1ccc1ccccc12	-7	7	-14	0	·	-35	-4	0.0	·
CC1(C(=O)NC(=S)N(CCC#N)c2ccccc2)CC1(Cl)Cl (stereo not given)	-4	13	-2	-4	9	-7	-2	0.2	11
CS(=O)(=O)c1nc(S(=O)(=O)c2ccc(Cl)cc2)c(NCCCN2CCOCC2)s1	-10	11	-18	10	9	-15	-11	0.6	2
CCOC(=O)CCc1ccc(NC(=O)/C=C/c2ccc([N+](=O)[O-])o2)cc1	0	6	-14	4	32	·	-11	0.1	9
O=C(N/N=C/c1coc2ccccc2c1=O)c1cccc([N+](=O)[O-])c1	-6	11	-1	5	3	-7	-3	0.7	0
CC(C)n1c2ccccc2c2nnc(SCC(=O)OCN3C(=O)c4ccccc4C3=O)nc21	-2	9	1	-6	41	-17	15	3.9	16
COc1ccc(CNC(=O)C2CC(c3ccccc3C(F)(F)F)=NO2)cc1 (stereo not given)	-6	-10	1	-18	-4	-4	27	0.7	16
COc1ccccc1/C=N/OCc1ccc(C#N)cc1	-3	3	9	10	5	-20	-23	-1.6	-2
CCOc1ccc(-c2nnc(NC(=O)Cc3ccc(OC)cc3)o2)cc1	-5	13	-19	7	-7	-10	-2	0.2	-4
Cc1ccc(CNC(=O)c2cc3cc(Br)ccc3oc2=N)cc1	-1	-10	-1	4	-16	-2	-6	0.7	0
Cc1ccc(C(=O)OCC(=O)Nc2ccc3c(c2)OCO3)c(O)c1	0	9	-14	4	2	1	-8	0.9	22
COc1ccc(CNC(=O)C2CCN(c3nccs3)CC2)cc1	-5	19	-2	3	3	-6	6	-0.3	5
CC1CCCN(CCCNC(=O)c2nn(C)c3c2CS(=O)(=O)c2ccccc2-3)C1 (stereo not given)	-6	-8	-12	3	-2	1	6	0.0	1
CN1CCN(/N=C/c2cccc(Cl)c2Cl)CC1	-7	17	-9	8	12	-7	-9	2.4	7
CC(C)CSc1n[nH]c(=S)s1	-2	1	-10	5	-11	-14	-6	0.9	2
CCN(CC)C(=O)Oc1ccc2c(=O)c(-c3ccc(OC)cc3)c(C)oc2c1	-7	12	-7	4	15	-24	-8	2.9	2
Cc1ccc(OCCn2ncc3ccccc3c2=O)c(C)c1	-3	16	-16	-2	-3	-4	-2	-0.6	2
CC(C)Oc1ccc(S(=O)(=O)N2CCOCC2)cc1NC(=O)CC1OC(=O)c2ccccc21 (stereo not given)	-5	-2	7	10	3	-8	-9	-0.1	0
O=C(c1ccco1)N1CCN(c2ccc(Cl)cc2)CC1	12	15	-7	6	7	-8	-11	0.9	1
O=C(CC1CCCCC1)NCc1nc(-c2ccccc2)no1	-2	21	-18	3	-19	-14	-13	2.4	3
COc1ccc(N(CC(=O)NCc2cccs2)S(=O)(=O)c2c(C)n[nH]c2C)cc1	-2	12	-5	6	6	10	-3	0.3	1
CCCS(=O)(=O)Nc1c(C(=O)O)[nH]c2ccc(OC)cc12	-3	20	-9	11	3	-6	-8	0.3	-2
Cc1ccccc1C(=O)NNC(=S)NC(=O)c1cccnc1	-4	-10	19	4	-4	10	-2	1.0	9
Cn1ccnc1C(=O)C1CCCN(Cc2cn[nH]c2-c2ccc(-c3ccccc3)cc2)C1 (stereo not given)	-8	11	-13	10	1	-22	-1	1.1	1
CC1(C(=O)Nc2cccc(C(F)(F)F)c2)Cc2c(-c3cccc(C(F)(F)F)c3)ccnc2O1 (stereo not given)	-3	5	-4	-2	-12	·	-5	-0.4	0
O=C(CCOc1ccccc1)Nc1ccc(Cl)c(S(=O)(=O)N2CCOCC2)c1	-1	17	-17	6	-13	·	-13	3.6	3
O=C(CCNC(=O)c1ccccc1)NNC(=O)c1ccccc1Br	-2	-1	-5	-1	-8	-2	12	3.7	15
O=C(CNCC1CCCO1)NCc1ccco1 (stereo not given)	-4	21	-16	4	2	-7	1	0.2	3
Cc1nc(Nc2ccc3c(c2)OCCO3)c2nnn(Cc3ccccc3Cl)c2n1	-5	15	-15	3	-12	-14	-3	0.0	4
Cc1[nH]c(C)c(S(=O)(=O)N2CCCCC2C)c1C(=O)N1CCCC1 (stereo not given)	-1	3	21	3	-11	-9	3	0.2	11
COc1ccccc1N(CC(=O)NCCSCc1ccco1)S(=O)(=O)c1ccccc1	-10	-5	-4	-13	39	-34	16	3.1	8
Cc1cccc(C(=O)N2CCCC(Nc3ccc(C(C)C)cc3)C2)n1 (stereo not given)	-1	3	-4	7	-23	-14	-17	1.6	0
O=C(OCC(=O)N1CCOCC1)c1ccccc1O	-2	10	-12	8	-3	15	-5	0.5	2

Exported field by field: part of the list above.
> Cn1ccnc1C(=O)C1CCCN(Cc2cn[nH]c2-c2ccc(-c3ccccc3)cc2)C1 (stereo not given)
  CHRM1 agonist = -8	M1 PAM parental = 11	CHO-K1 Ca antag = -13	CHRM1 PAM = 10	TAAR1 antagonist = 1	CHO parental Ca = -22	M1 antag = -1	CHO-K1 Ca ag = 1.1	TAAR1 ag = 1
> CC1(C(=O)Nc2cccc(C(F)(F)F)c2)Cc2c(-c3cccc(C(F)(F)F)c3)ccnc2O1 (stereo not given)
  CHRM1 agonist = -3	M1 PAM parental = 5	CHO-K1 Ca antag = -4	CHRM1 PAM = -2	TAAR1 antagonist = -12	CHO parental Ca = ·	M1 antag = -5	CHO-K1 Ca ag = -0.4	TAAR1 ag = 0

Other records.
SMILES	CHRM1 agonist	M1 PAM parental	CHO-K1 Ca antag	CHRM1 PAM	TAAR1 antagonist	CHO parental Ca	M1 antag	CHO-K1 Ca ag	TAAR1 ag
Cc1ccc(S(=O)(=O)N2CCOCC2)cc1C(=O)Nc1nc(-c2cccnc2)cs1	-3	10	-11	3	17	-6	-12	0.8	11
Cc1ccc(N(Cc2ccccc2)C(=O)c2cccc(S(=O)(=O)N3CCN(C)CC3)c2)cc1	-4	-21	-6	7	-9	-19	-17	0.5	0
O=C(Cn1ncc2c(=O)oc3ccccc3c21)NCC1COc2ccccc2O1 (stereo not given)	1	-7	-14	9	21	-15	-7	-0.1	1
CCN(CC)S(=O)(=O)c1cccc(NC(=O)c2ccc(Br)cc2)c1	-7	-5	7	-26	-2	-7	23	12	22
O=C(NCC1CCCO1)c1cccc(S(=O)(=O)N2CCCCC2)c1 (stereo not given)	-2	19	-2	11	-16	·	-18	1.4	4
O=C(c1ccc2c3c(cccc13)CC2)C1CCCN(Cc2ccc(OCCO)cc2)C1 (stereo not given)	-13	24	-8	-10	1	-3	7	1.9	8
CC1Cc2cc(-c3csc(NC(=O)Cc4cccs4)n3)ccc2N1S(C)(=O)=O (stereo not given)	1	9	9	-12	61*	14	26*	11	17
CCOC(=O)c1c(NC(=O)c2nn(CC)cc2Br)c(C#N)cn1-c1ccccc1	-2	-6	-1	3	35	-10	-25	0.5	10
C=CCOc1ccc(C2NC(=O)c3ccccc3O2)cc1OCC (stereo not given)	-3	6	-4	11	7	-5	-16	0.2	2
CC(C)C[C@H](NC(=O)c1nc[nH]c1C(=O)NC(c1ccccc1)c1ccccc1)C(=O)OC(C)(C)C	-2	8	-17	-9	56*	-22	19	0.2	8
CCc1ccc(Oc2nnnn2-c2ccc(C(N)=O)cc2)cc1	-6	-3	4	2	-20	-12	0	0.3	6
O=C(O)C1C2C=CC(O2)C1C(=O)Nc1ccc(S(=O)(=O)N2CCc3ccccc32)cc1 (stereo not given)	-6	20	-7	-7	20	2	17	1.8	2
Cc1ccc(CNC(=O)c2ccc(N3CCC4(CC3)CC(c3cccc(Br)c3)=NO4)c([N+](=O)[O-])c2)cc1	-2	0	-3	1	-5	0	6	-0.2	23
Cc1ccc(/C=N/N2CCN(c3ccc(Cl)cc3)CC2)o1	-2	12	-8	-2	-10	-11	-6	2.7	10

Screening data from PubChem BioAssay.
